CHRM1 PAM: positive allosteric modulators of human M1 muscarinic receptor. CHO-K1 hM1, Fluo-8 calcium fluorescence, ACh EC20; 0% = ACh EC20, 100% = maximal ACh. activation, % at 3 µM. hit rate 0.088% among 360,000; in the data active = activation above about 19%, passing the limit was not always enough
Target sequence (P11229 whole entry, looked up): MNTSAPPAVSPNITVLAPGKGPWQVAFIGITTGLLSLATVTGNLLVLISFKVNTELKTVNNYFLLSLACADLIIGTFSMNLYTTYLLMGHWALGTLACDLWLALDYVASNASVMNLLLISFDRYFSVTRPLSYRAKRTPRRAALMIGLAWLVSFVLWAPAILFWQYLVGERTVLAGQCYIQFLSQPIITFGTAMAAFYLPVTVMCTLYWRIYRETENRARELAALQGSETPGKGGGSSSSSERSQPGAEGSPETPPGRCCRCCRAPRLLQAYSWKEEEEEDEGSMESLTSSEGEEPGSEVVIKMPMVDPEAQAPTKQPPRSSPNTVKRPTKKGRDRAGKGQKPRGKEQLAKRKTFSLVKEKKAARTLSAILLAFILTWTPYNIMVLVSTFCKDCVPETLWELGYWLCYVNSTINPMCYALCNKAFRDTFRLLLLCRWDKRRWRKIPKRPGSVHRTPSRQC
CHO-K1 Ca ag: counter-screen for M1 agonists: effect in parental CHO-K1 cells; Fluo-8 calcium fluorescence; scaled to maximal ATP response, vehicle zero; activation, % at 3 µM; hit rate 0.48% among 360,000; in the data active = activation above about 15%;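 also: untransfected CHO-K1 host cells lacking M1 receptor as counterscreen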
CHO parental Ca: counter-screen: ATP calcium response change in parental CHO cells | parental CHO-K1, ATP-induced calcium, Fluo-8 fluorescence | inhibition, % at 5.6 µM | hit rate 0.63% among 330,000 | AID 463079;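 active = inhibition above that plate's mean sample inhibition plus 3 SD, cut at about 26% in these data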;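 also: 0% = ATP-challenged DMSO wells and 100% = DMSO wells without ATP; some compounds past the cut are filed as inactive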
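test system = CHO parental line | reagent = ATP stimulus | measured by = intracellular calcium via Fluo-8 no-wash fluorescent dye | control set = ATP and no-ATP DMSO wells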
CHO-K1 Ca antag: nonselective inhibitor or artifact in parental CHO-K1 cells. ATP-induced calcium, Fluo-8 fluorescence. inhibition, % at 3 µM. hit rate 0.6% among 360,000;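 active = inhibition above a per-plate cutoff, the plate's mean sample inhibition plus 3 SD, cut at about 24% in these data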;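 also: 0% = DMSO plus EC80 ATP and 100% = DMSO alone without ATP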
CHRM1 antagonist: antagonists of human M1 muscarinic receptor. P11229. CHO-K1 hM1, Fluo-8 calcium fluorescence, ACh EC80 antagonist. inhibition, % at 3 µM. hit rate 1.3% among 360,000. AID 588852;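 active = percent inhibition above its own plate's cutoff, namely the mean of that plate's compound wells plus 3 SD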;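 also: peak over basal fluorescence ratio during 140 s after agonist addition; 0% = ACh EC80 plus DMSO and 100% = DMSO alone without agonist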
TAAR1 agonist: agonists of human TAAR1 | CHO RD-HGA16 TAAR1, Fluo-8 calcium fluorescence; vehicle wells 0%, saturating PEA agonist 100% | hit rate 0.99% among 360,000 | Q96RJ0 | activation, % at 3 µM | AID 624467;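 active = activation above the mean activation of all test compounds in the run plus 3 SD, cut at about 38% in these data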
Target sequence (Q96RJ0 whole entry, looked up): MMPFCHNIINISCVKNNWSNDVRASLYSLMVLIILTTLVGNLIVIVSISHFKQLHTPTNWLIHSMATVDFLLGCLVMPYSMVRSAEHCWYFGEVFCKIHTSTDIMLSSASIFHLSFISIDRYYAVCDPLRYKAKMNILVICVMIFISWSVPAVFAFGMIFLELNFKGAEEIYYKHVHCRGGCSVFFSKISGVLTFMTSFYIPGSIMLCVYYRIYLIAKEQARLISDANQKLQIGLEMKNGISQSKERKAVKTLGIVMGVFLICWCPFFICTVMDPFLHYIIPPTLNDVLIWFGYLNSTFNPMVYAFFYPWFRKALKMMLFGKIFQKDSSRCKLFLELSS
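Assay system – CHO-derived RD-HGA16 cells with stable Gα16 and human TAAR1 · Compound dosing – one-point dosing at 3 µM (nominal) · Incubation – 17-24 h seeding, 75 min 37 °C dye, 30 min RT · Measured by – kinetic Fluo-8 calcium fluorescence · Control set – DMSO vehicle as 0%, PEA at EC100 as 100% · Repeats – single well for each compound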
M1 ag: activates human CHRM1 receptor; AID 588814; P11229; hit rate 0.33% among 360,000; CHO-K1 hM1, Fluo-8 calcium fluorescence, agonist mode; 0% DMSO, 100% acetylcholine EC100; activation, % at 3 µM;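 active = activation above the run's mean compound activation plus 3 SD, cut at about 16% in these data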;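 also: peak over basal fluorescence ratio within a 140 s kinetic read after compound addition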
CHO-K1 Ca PAM: nonselective activator or artifact in parental CHO-K1 calcium assay | ATP EC20, Fluo-8 calcium fluorescence; 0% at ATP EC20, 100% at ATP max | activation, % at 3 µM | hit rate 0.02% among 360,000 | AID 602247;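 active = activation above the run cutoff, the mean activation of all test compounds plus 3 SD, cut at about 40% in these data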;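 also: peak over basal fluorescence ratio in a 140 s read after ATP addition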
TAAR1 antagonist: human TAAR1 antagonism | Q96RJ0 | CHO RD-HGA16 TAAR1, Fluo-8 calcium fluorescence, antagonist | inhibition, % at 3 µM | hit rate 1.5% among 360,000 | AID 624466;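 active = inhibition above a per-plate cutoff, the mean inhibition of test compounds on that plate plus 3 SD, cut at about 49% in these data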;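 also: 0% = DMSO plus EC80 beta-PEA response and 100% = DMSO alone without agonist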
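Material: CHO RD-HGA16 cells bearing hTAAR1; compound dosing: one-point dosing, 3 µM nominal final; schedule: dye loading 75 min at 37 °C, then 30 min room temperature; measured by: calcium fluorescence with Fluo-8; control set: vehicle and agonist controls; replication: n of 1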
An asterisk follows results filed as active; · = no result given.

Each structure is followed by: CHRM1 PAM, CHO-K1 Ca ag, CHO parental Ca, CHO-K1 Ca antag, CHRM1 antagonist, TAAR1 agonist, M1 ag, CHO-K1 Ca PAM, TAAR1 antagonist
- NC(=O)C1(N2CCCCC2)CCN(C(=O)CSc2nc3ccccc3o2)CC1
    11.7, 0.2, -17.0, 14.1, -17.4, -1.0, 2.3, -5.7, 6.7
- CC(=O)C1=CCC(c2ccc(C)o2)N(S(=O)(=O)c2ccc(C)cc2)C1 (stereo not drawn)
    -1.9, 0.5, ·, 12.1, 9.5, -2.8, -8.3, -5.2, -16.1
- O=C1/C(=C/c2ccc(F)cc2)SC(=S)N1CCCC(=O)N1CCCCC1CCO (stereo not drawn)
    2.0, 11.9, 0.6, -0.6, -5.9, 6.9, 0.3, 4.5, -2.5
- Cc1c(C(=O)NCc2ccc([N+](=O)[O-])cc2)sc(=O)n1Cc1ccc(-c2ccccc2)cc1
    9.0, 0.3, ·, 0.0, -6.3, 22.1, 3.7, 18.1, 34.9
- CC1CCN(CC(O)COc2ccc(OCC(O)CN3CCC(C)CC3)cc2)CC1 (stereo not drawn)
    1.2, -0.4, -3.9, 1.9, -0.9, 3.8, -7.9, 4.2, -4.8
- Cc1ccc2nc(-c3ccco3)c(Cc3cccc(F)c3)n2c1
    3.7, 0.7, ·, -30.4, -31.3, -2.7, -5.7, 8.1, -13.2
- Cc1ccc(C(=O)c2cc([N+](=O)[O-])ccc2N2CCOCC2)c(C)c1
    -0.3, 0.5, -11.4, -22.2, -4.4, 12.8, -5.0, 27.5, 0.6
- COc1cccc(CNC(=O)CC2Sc3ccccc3NC2=O)c1 (stereo not drawn)
    11.0, 0.3, -17.4, -7.4, -9.7, 3.0, -3.0, 8.9, -43.2
- CCOC(=O)Nc1ccc2c(c1)N(C(=O)CCN(C)C)c1ccccc1CC2
    -3.8, 1.1, -6.2, 8.9, 5.2, -0.8, -9.1, 0.2, 8.9
- COc1ccccc1N1CCN(CCN(C(=O)c2ccc(F)cc2)c2ccccn2)CC1
    3.8, 1.7, -23.2, -4.0, -27.4, 1.1, 0.5, 6.2, -11.9
- Cc1ccc(S(=O)(=O)NCc2ccccc2)cc1C(=O)N1CC(C)CC(C)C1 (stereo not drawn)
    14.5, 0.7, -33.3, -13.9, -11.3, -0.3, 6.5, 3.4, -6.9
- COC(=O)c1cccc(S(=O)(=O)N(Cc2ccco2)Cc2cc3cc(OC)ccc3[nH]c2=O)c1
    -0.7, 3.9, -28.2, 3.8, 6.6, 19.0, 0.3, 13.4, 58.4*
- Cc1ccccc1S(=O)Cc1ccc(C(=O)NC2CC2)o1 (stereo not drawn)
    -0.2, 0.7, -2.7, -11.5, 5.2, 2.1, -2.0, 0.3, -18.8
- CCCN(CCC)S(=O)(=O)c1ccc(C(=O)NNc2nc(-c3ccccc3)c3cc(Br)ccc3n2)cc1
    -4.0, -0.4, -22.7, 6.7, 4.5, -0.8, -9.3, -5.1, -7.7
- O=C(OCC(=O)N1CCCc2ccccc21)c1cc(S(=O)(=O)N2CCOCC2)ccc1O
    6.4, 0.8, -11.8, -20.8, -13.8, 5.8, -7.5, 13.0, 5.6
- Cc1ccc(N2C(=O)C3C(C2=O)N2C(c4cccs4)C4C(=O)N(c5ccc(C)cc5)C(=O)C4N2C3c2cccs2)cc1 (stereo not drawn)
    10.1, 2.5, -11.9, -10.2, -9.4, 1.5, -3.0, 17.2, -9.1
- NS(=O)(=O)c1ccc(NC(=S)NC2CCCCCC2)cc1
    10.1, 1.0, 2.4, 11.0, 1.5, 3.4, -9.4, 7.7, -10.9
- CSc1ccc(CCNC(=O)c2cc(-c3ccccc3)c(N3CCOCC3)s2)cc1
    13.7, 2.4, -17.2, -14.8, -3.6, 2.4, 5.3, 10.6, 29.8
- Cn1c(CNC(=O)CNC(=O)Cc2ccc(F)cc2)cc(=O)n(C)c1=O
    8.1, 3.9, 22.5, 8.8, -2.5, 4.2, -1.2, -15.0, -4.6
- COc1cccc(CC(=O)Nc2nc(-c3cc(OC)ccc3OC)cs2)c1
    -5.4, 0.8, -13.0, -19.3, 3.4, 0.6, -5.5, 28.1, 12.7
- O=C(Nc1ccncc1)c1ccc2c(c1)C(=O)N(C1CCCCC1)C2=O
    -15.1, 9.0, 51.4*, 16.6, 35.5*, 32.3, 6.2, 11.8, 44.9
- COCC(=O)Nc1ccc(F)cc1
    8.9, 2.2, 10.5, -9.8, -9.1, 1.7, -6.2, 20.9, -6.3
- CC1(C(=O)Nc2cnc3ccccc3c2)CCN1Cc1ccc2ccccc2c1 (stereo not drawn)
    -11.6, 3.2, ·, -14.1, 12.7, 3.4, -5.9, 31.0, 40.6
- COc1ccc(CNC(=O)CN(C(=O)c2csnn2)c2cccc3ccccc23)cc1
    -1.6, 0.9, -17.9, -9.0, -1.2, 0.5, 0.6, -16.1, -11.1
- COc1ccc(CN(Cc2cc3cccc(C)c3[nH]c2=O)C(=O)N(C)C)cc1
    8.5, 2.7, -5.0, -4.2, -14.4, 15.2, -0.8, 9.3, 17.6
- CCN(CC(=O)Nc1ccc(NC(C)=O)cc1)C(=O)c1ccccc1Sc1ccccc1C#N
    1.6, 3.6, -13.4, -5.9, -0.9, 10.6, -0.6, 18.5, 50.7*
- CC(=O)Nc1ccc(Oc2ncccn2)c(Cl)c1
    12.0, 0.9, 1.6, -19.0, -12.9, 4.9, -2.3, 19.8, 6.0
- Cc1c(/C(O)=C2/C(=O)C(=O)N(CCN3CCOCC3)C2c2cccs2)cnn1-c1ccccc1 (stereo not drawn)
    -2.3, 1.1, 4.2, 1.6, -24.9, 5.5, -0.8, 11.2, -0.5
- CC(C)Nc1ncnc2c1cnn2Cc1ccccc1Cl
    5.7, 1.0, -0.9, 6.3, -0.8, 3.4, -0.8, -0.3, -4.9
- CC(=O)Nc1ccc(S(=O)(=O)N2CCN(CC(=O)N3CCOCC3)CC2)cc1
    3.7, 0.6, -9.5, -7.8, -0.8, 0.4, -3.9, 17.0, -3.1

Two compounds drawn at random from those above:
Each structure is followed by: CHRM1 PAM, CHO-K1 Ca ag, CHO parental Ca, CHO-K1 Ca antag, CHRM1 antagonist, TAAR1 agonist, M1 ag, CHO-K1 Ca PAM, TAAR1 antagonist
- COc1ccc(CN(Cc2cc3cccc(C)c3[nH]c2=O)C(=O)N(C)C)cc1
    8.5, 2.7, -5.0, -4.2, -14.4, 15.2, -0.8, 9.3, 17.6
- Cc1ccccc1S(=O)Cc1ccc(C(=O)NC2CC2)o1 (stereo not drawn)
    -0.2, 0.7, -2.7, -11.5, 5.2, 2.1, -2.0, 0.3, -18.8

Following part:
Each structure is followed by: CHRM1 PAM, CHO-K1 Ca ag, CHO parental Ca, CHO-K1 Ca antag, CHRM1 antagonist, TAAR1 agonist, M1 ag, CHO-K1 Ca PAM, TAAR1 antagonist
- CN1CCN(CC(O)COc2ccc(C34CC5CC(CC(C5)C3)C4)cc2)CC1 (stereo not drawn)
    -1.2, 4.0, ·, -16.2, 8.9, 22.1, -5.3, 22.8, -7.2
- Cn1c(=O)n(Cc2ccc(Br)cc2)c2ccccc21
    -11.8, 1.4, -16.9, -12.1, 13.3, 6.2, -8.2, 10.8, -14.6
- Cn1cnnc1SCC(=O)Nc1cccc(C(=O)O)c1
    12.1, 0.1, 0.9, -6.3, -13.1, 8.6, -3.4, -0.1, 9.2
- O=C(Nc1cccc(C(F)(F)F)c1)N(Cc1ccc(Cl)cc1)CC(O)C(F)(F)F (stereo not drawn)
    -4.3, 0.7, -2.4, 3.4, 1.0, 10.7, -3.3, -6.6, 38.4
- O=C(Nc1ncccc1O)c1c(O)c2ccccc2[nH]c1=O
    13.4, 0.5, -8.5, -11.7, -24.4, 2.7, -0.9, 24.0, -25.2
- COc1ccc2oc(C(=O)OCC(=O)N(C)c3ccccc3)c(C)c2c1
    -6.5, 0.5, -17.1, -4.9, 7.4, 0.9, -7.8, 3.4, -7.6
- O=C1NC2(CCCCCC2)C(=O)N1Cc1ccccc1Br
    -1.0, 6.3, -10.7, -0.6, 2.0, -0.4, 2.6, -1.4, -4.8
- CN1CCN(C(=O)CCn2c(=O)c3cccn3c3cccnc32)CC1
    1.9, -0.1, -3.2, -4.7, 3.5, 2.3, -1.8, 4.1, -15.8
- COc1ccc(CCN2CC(C(=O)NCc3cccc(F)c3)CCC2=O)cc1 (stereo not drawn)
    6.4, 0.5, ·, -12.1, -13.2, -0.1, -1.8, 10.7, -16.9
- O=C(CCCN1C(=O)/C(=C/c2ccccc2Cl)SC1=S)NNC(=O)c1ccccc1Cl
    -7.3, 0.6, -35.3, -3.1, 8.9, 1.9, -5.6, 9.0, 35.5
- O=S(=O)(Nn1cnnc1)c1ccccc1
    13.4, 0.0, 2.7, 6.2, -17.7, 2.7, 1.2, 8.7, -4.9
- O=C(CCl)N(O)c1ccc(C=Cc2ccccc2)cc1
    13.8, 0.9, ·, -6.1, -10.4, 2.5, 4.3, -0.5, -3.3
- COCCN(C(=O)c1cc(S(=O)(=O)N2CCCCC2)ccc1Cl)c1c(N)n(CC(C)C)c(=O)[nH]c1=O
    9.3, -0.1, ·, 3.5, -19.4, 2.8, -5.9, -10.7, 0.7
- CCOC(=O)c1cc2c(=O)[nH]c(C(Cl)(Cl)Cl)nc2o1
    -0.2, 1.3, 12.3, 21.7, 12.7, 2.8, -0.9, -15.3, 1.3
- CCN(CCCNC(=O)C1CCN(S(=O)(=O)CC)CC1)c1ccccc1
    3.1, -0.2, -3.9, 0.3, -20.7, 4.8, -6.9, -12.8, -8.8
- O=C(Cn1cnc2c(NC(=O)OCc3ccccc3)ncnc21)NCc1ccccn1
    5.2, 0.3, -9.7, -5.8, -4.4, 1.2, -3.4, 14.3, 13.8
- CC(=O)N1CCSc2ccc(S(=O)(=O)Nc3cccc(C)c3)cc21
    4.2, 9.0, 2.7, 0.9, -0.4, 5.9, 3.2, 2.3, 3.3
- CC1CC(C)CN(CC(=O)NCCc2ccc(S(N)(=O)=O)cc2)C1 (stereo not drawn)
    2.7, 3.0, 0.0, -4.2, 9.3, 0.1, -4.2, 6.4, -2.4
- CC(C)CC(=O)Nc1ccc(C(=O)Nc2cccc(O)c2)cc1
    7.7, 0.3, 9.7, -12.6, -6.8, -1.3, -0.1, 9.5, -4.7
- CNc1nc(NCCOc2ccccc2Cl)c2sccc2n1
    -22.5, 12.0, ·, -10.3, 5.3, 71.8*, 3.8, -1.8, 71.6*
